# Source: PubChem
# UPR XBP1 act: adaptive UPR (XBP1) activation; actives 0.33% (n = 330,000); activation, % at 20 µM; CHO-XBP1 luciferase reporter, IRE1-XBP1 UPR activation, luminescence; percent of tunicamycin response, DMSO as zero;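 active means versus positive control, 20 µM dose yields 30% or more activation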;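 further: 100% = tunicamycin at 10 µg/mL and 0% = DMSO only wells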
#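 Test system: CHO-XBP1 luciferase reporter cells | Buffer or medium: Serum-containing F12 medium, 10% FBS | Schedule: 6 h compound exposure at 37 °C, 5% CO2 | Detection: Steady-Glo luciferase glow luminescence, 10 min after reagent addition | Read-out basis: Activation, % of tunicamycin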
# tim10-1 inh: tim10-1 yeast growth inhibition | actives 2.2% (n = 330,000) | inhibition, % at 20 µM | S. cerevisiae tim10-1 ts strain growth, BacTiter-Glo, 24 h;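 active means inhibition of at least 40%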;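 further: mutant grown at 25 °C; 0% = DMSO wells with yeast and 100% = wells holding no yeast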
# APJ agonist: agonists of human APJ apelin receptor; P35414; CHO-K1 APJ PathHunter beta-arrestin, luminescence; 0% DMSO wells, 100% apelin; activation, % at 20 µM; actives 0.11% (n = 330,000);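 active means activation more than six SD over the plate average, tested at 20 µM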;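 further: 0% = DMSO alone and 100% = apelin-13 at 10 nM; some results filed as inactive read as strong as hits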
# Target sequence (P35414 whole entry, looked up): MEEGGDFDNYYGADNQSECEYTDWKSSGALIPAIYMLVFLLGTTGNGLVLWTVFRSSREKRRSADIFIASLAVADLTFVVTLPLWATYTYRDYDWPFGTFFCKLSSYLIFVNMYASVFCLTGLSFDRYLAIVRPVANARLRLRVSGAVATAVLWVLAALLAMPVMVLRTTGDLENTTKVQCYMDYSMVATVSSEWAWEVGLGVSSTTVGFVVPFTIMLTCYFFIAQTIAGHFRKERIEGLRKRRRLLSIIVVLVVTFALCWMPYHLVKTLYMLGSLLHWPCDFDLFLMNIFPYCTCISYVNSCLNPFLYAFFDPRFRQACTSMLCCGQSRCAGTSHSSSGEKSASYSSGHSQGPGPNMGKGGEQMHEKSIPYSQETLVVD
#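 Assay system: CHO-K1 cells stably expressing ProLink-tagged human APJ and arrestin–beta-gal acceptor. Compound dosing: 20 µM single point, 1% DMSO. Times: 16-18 h seeding, 90 min dark compound exposure, 60 min detection. Detection: beta-gal luminescence. Evaluation: APJ–arrestin association signal. Controls: negative DMSO alone, positive Apelin-13 at 10 nM.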
# Mdm2-MdmX inh: inhibitors of human Mdm2/MdmX interaction; SaOS-2 split-luciferase Mdm2/MdmX complementation, luminescence; inhibition, % at 8 µM; actives 3% (n = 330,000);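 active means inhibition of at least 50% at 8 µM in the primary screen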
# CXCR6 inh: inhibitors of human CXCR6 receptor | O00574 | CHO-K1 PathHunter CXCR6 beta-arrestin, luminescence | inhibition, % at 20 µM | actives 0.36% (n = 360,000) | AID 602244; in the data active means inhibition above about 34%, passing the limit was not always enough;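 further: antagonist mode with CXCL16 agonist at 10 nM final; 0% = 10 nM CXCL16 with DMSO and 100% = unstimulated wells without agonist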
# Target sequence (O00574 whole entry, looked up): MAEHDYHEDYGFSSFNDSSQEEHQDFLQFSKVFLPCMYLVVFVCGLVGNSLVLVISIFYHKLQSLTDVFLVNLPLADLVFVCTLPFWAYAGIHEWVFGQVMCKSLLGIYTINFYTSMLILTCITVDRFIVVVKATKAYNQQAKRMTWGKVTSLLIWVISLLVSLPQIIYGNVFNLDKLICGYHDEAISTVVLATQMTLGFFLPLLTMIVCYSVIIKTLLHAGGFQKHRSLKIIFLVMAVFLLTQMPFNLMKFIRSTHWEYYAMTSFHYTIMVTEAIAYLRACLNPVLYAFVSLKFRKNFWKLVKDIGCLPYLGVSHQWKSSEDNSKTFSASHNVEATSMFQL
# UPR CHOP act: activators of apoptotic arm of unfolded protein response (CHOP). activation, % at 10 µM. actives 0.34% (n = 330,000). CHO-CHOP luciferase reporter, UPR activation, luminescence; percent of tunicamycin response over DMSO baseline;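 active means at 10 µM dose, activation of 40% or more, normalized to positive control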;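 further: 100% = tunicamycin at 10 µg/mL and 0% = DMSO alone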
#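 assay system = CHO CHOP reporter cells | amount = 500 CHO-CHOP cells per well | buffer or medium = F12 with 10% FBS | incubation = 16-18 h cell attachment, then 6 h compound exposure, 37 °C | detection = luminescence read with Steady-Glo | read-out = percent activation relative to tunicamycin control | controls = tunicamycin high control, DMSO low control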
# tim23-1 inh: inhibits growth of tim23-1 mutant yeast; actives 1.3% (n = 330,000); S. cerevisiae tim23-1 growth, BacTiter-Glo luminescence, 24 h; inhibition, % at 20 µM;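 active means growth inhibition of the mutant yeast at or above 50%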;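 further: temperature-sensitive mutant grown at 25 °C; plate controls were DMSO-treated mutant yeast for no effect and medium wells lacking yeast for full effect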
# TIM10 inh: growth inhibitors of TIM10 yeast strain; S. cerevisiae TIM10 strain growth, BacTiter-Glo luminescence, 24 h; actives 1.4% (n = 330,000); AID 463195; inhibition, % at 10 µM;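 active means inhibition of 40% or more at the single tested concentration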;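 further: wild-type TIM10 isogenic control strain grown at permissive 25 °C; 0% = DMSO yeast wells and 100% = minimal medium wells without yeast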
# APJ antagonist: antagonists of human APJ apelin receptor; P35414; CHO-K1 APJ beta-arrestin complementation, luminescence; inhibition, % at 20 µM; actives 0.32% (n = 330,000);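 active means inhibition above about 40% at 20 µM, limit read from the data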;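 further: cells challenged with 10 nM apelin-13 agonist together with compound; plate controls were apelin-13 plus DMSO wells for no effect and DMSO wells lacking apelin-13 for full effect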
# * = called active by the depositor; / = no result given. Some of the compounds tested, so the mix of outcomes need not match the whole.
1	CN(Cc1ccccc1)C1(CNC(=O)CCC(F)(F)F)Cc2ccccc2C1
2	CCOc1ccc(N2C(=O)c3cccnc3C2Nc2ccc(C)c(C)c2)cc1 (configuration not stated)
3	CN(c1ccccc1)S(=O)(=O)c1ccc(Cl)c(C(=O)OCC(=O)N2CCOCC2)c1
4	COc1ccc(NC(=O)c2cccc(C(=O)Nc3ccc(OC)cc3)n2)cc1
5	Cc1ccc(C)c(SCC(=O)OCC(=O)N2CC(C)OC(C)C2)c1 (configuration not stated)
6	CCOc1ccc(S(=O)(=O)N(CC)CC)cc1N
7	O=C1CC(N2CCN(Cc3ccc4c(c3)OCO4)CC2)C(=O)N1CCc1ccccc1 (configuration not stated)
8	COCCCNC(=O)COc1ccc(-c2nccc(-c3ccccn3)n2)cc1

entry no.	1	2	3	4	5	6	7	8
UPR XBP1 act	-4	2	-4	2	-2	2	-2	-2
tim10-1 inh	-4	28	5	18	17	8	15	27
APJ agonist	1	0	-4	-2	-1	-3	-3	2
Mdm2-MdmX inh	-26	-4	4	24	0	0	-3	-14
CXCR6 inh	1	8	-1	/	-3	-4	15	5
UPR CHOP act	-0.3	1.0	0.5	1.1	-0.1	-1.3	-2.8	-4.0
tim23-1 inh	21	25	10	3	14	4	-6	24
TIM10 inh	-4	8	-3	-9	-17	9	0	3
APJ antagonist	-10	11	-4	0	9	-6	18	11

# Five compounds out of the list, arranged by heavy-atom count, smallest number first.
6	CCOc1ccc(S(=O)(=O)N(CC)CC)cc1N
5	Cc1ccc(C)c(SCC(=O)OCC(=O)N2CC(C)OC(C)C2)c1 (configuration not stated)
4	COc1ccc(NC(=O)c2cccc(C(=O)Nc3ccc(OC)cc3)n2)cc1
3	CN(c1ccccc1)S(=O)(=O)c1ccc(Cl)c(C(=O)OCC(=O)N2CCOCC2)c1
7	O=C1CC(N2CCN(Cc3ccc4c(c3)OCO4)CC2)C(=O)N1CCc1ccccc1 (configuration not stated)

entry no.	6	5	4	3	7
UPR XBP1 act	2	-2	2	-4	-2
tim10-1 inh	8	17	18	5	15
APJ agonist	-3	-1	-2	-4	-3
Mdm2-MdmX inh	0	0	24	4	-3
CXCR6 inh	-4	-3	/	-1	15
UPR CHOP act	-1.3	-0.1	1.1	0.5	-2.8
tim23-1 inh	4	14	3	10	-6
TIM10 inh	9	-17	-9	-3	0
APJ antagonist	-6	9	0	-4	18

# The list goes on.
9	COc1cc(C(=O)NCC(=O)NNC(=O)C2COc3ccccc3O2)cc(OC)c1OC (configuration not stated)
10	CC(C)n1cnnc1SCC(=O)Nc1ccc(Br)cc1F
11	COc1ccccc1CC(=O)N(CCC1=CCCCC1)c1c(N)n(Cc2ccccc2)c(=O)[nH]c1=O
12	O=C(Nc1nnc(-c2cccs2)o1)c1cccc(F)c1
13	Cc1ccc2c(c1)C(=O)C(=O)N2c1ccc(Cl)cc1
14	CCN(CC)S(=O)(=O)c1cccc(-c2nnc(SCC#N)n2Cc2ccccc2)c1
15	CCCCn1c(SCC(=O)NC(=O)NCc2ccco2)nc2cc(S(N)(=O)=O)ccc21
16	CCOC(=O)CNC(=O)c1ccc2[nH]c3c(c2c1)CCCC3

entry no.	9	10	11	12	13	14	15	16
UPR XBP1 act	0	-1	-2	2	-2	-2	1	0
tim10-1 inh	18	-8	-1	0	13	16	-3	20
APJ agonist	-1	-3	-2	-3	-9	6	-2	3
Mdm2-MdmX inh	-14	6	-24	25	22	10	10	-3
CXCR6 inh	-6	-1	6	33	15	-3	-8	-6
UPR CHOP act	1.4	-1.1	-0.6	2.1	0.2	-0.4	-2.6	0.3
tim23-1 inh	3	6	19	11	66*	17	-10	20
TIM10 inh	4	-3	1	-7	24	7	-2	16
APJ antagonist	1	-7	24	-25	45*	16	-3	2

17	C/C=C(\C)CN1CCC(n2nccc2NC(=O)c2ccc(OC)cc2)CC1
18	Cc1ccc(C)c(OCc2nc(-c3cccnc3)no2)c1
19	Cc1ccccc1NC(=O)C(=O)NCCCN1CCCC1=O
20	Cc1cc(C(=O)NN=C2CCCC2)c2ccccc2n1
21	O=C(NC12CC3CC(CC(C3)C1)C2)N1CCN(S(=O)(=O)c2ccc(Cl)cc2)CC1
22	CN1CCN(C(=O)c2ccc(CSc3ccc(Cl)cc3)cc2)CC1
23	Nc1cc(C(F)(F)F)ccc1Nc1ccccc1
24	CCCc1cc(NCCCN(C)C)n2c(nc3ccccc32)c1C#N

entry no.	17	18	19	20	21	22	23	24
UPR XBP1 act	-3	3	0	-2	0	-1	-4	-2
tim10-1 inh	-8	-7	-12	20	8	10	34	-1
APJ agonist	0	-8	2	6	-1	-1	1	-2
Mdm2-MdmX inh	-4	19	-17	-28	31	37	1	2
CXCR6 inh	6	-1	-3	-17	8	-9	5	10
UPR CHOP act	2.9	3.0	2.9	-0.1	0.6	0.2	-1.1	-1.9
tim23-1 inh	-15	-3	5	12	11	8	30	-8
TIM10 inh	-7	-13	-2	9	43*	8	24	-2
APJ antagonist	-14	8	2	-23	-6	7	12	11

25	NC(=O)C1CCN(C(=O)CN2C(=O)c3ccccc3S2(=O)=O)CC1
26	c1ccc2c(c1)OCC(c1nn3cnnc3s1)O2 (configuration not stated)
27	COc1ccc(NC(=O)CCc2nc3ccccc3s2)c(OC)c1
28	COCCCn1c2nc3ccccc3nc2c2c(=O)n(CC3CCCO3)cnc21 (configuration not stated)
29	O=C(Cc1ccc(Cl)cc1)Nc1ccc(-c2nnc(-c3ccco3)o2)cc1
30	CC(=O)c1cccc(S(=O)(=O)N2CCC(C(=O)OC3CCOC3=O)CC2)c1 (configuration not stated)
31	COC(=O)c1ccc(N2CCC(C)CC2)c(N)c1
32	Cc1cc(C)c2c(c1)OC(O)(C(F)F)CC2=O (configuration not stated)

entry no.	25	26	27	28	29	30	31	32
UPR XBP1 act	2	1	-1	1	3	0	2	1
tim10-1 inh	3	5	-1	15	14	-18	19	11
APJ agonist	-3	-4	-3	7	1	-4	-5	3
Mdm2-MdmX inh	10	10	7	-16	54*	20	-64	-21
CXCR6 inh	-9	4	-6	0	1	-9	3	3
UPR CHOP act	2.2	-3.0	-2.5	1.3	3.6	0.0	5.9	-0.5
tim23-1 inh	-16	3	6	20	-1	-5	29	1
TIM10 inh	-15	-9	-12	1	7	-8	9	3
APJ antagonist	18	13	4	5	-10	14	6	6

33	CCCCc1ccc(NC(=S)NCc2cccc(OC)c2)cc1
34	CC(=O)c1ccc(NC(=O)CSc2nnc(Cc3cccn3C)n2-c2ccc(F)cc2)cc1
35	CC(C)(C)OC(=O)N1CCC[C@H]1C(=O)Nc1ccc(C#N)cc1
36	CN(CC(=O)Nc1cccc(F)c1)C(=O)CCCNC(=O)c1ccc(Cl)cc1
37	CC(C)CCN(Cc1ccco1)S(=O)(=O)c1csc(C(N)=O)c1
38	COc1ccc(OC)c(S(=O)(=O)N2CCc3ccccc3C2)c1
39	Cc1ccc(-c2c(C#N)c(N)n3c(nc4ccccc43)c2C#N)cc1
40	CCOC(=O)[C@H]1[C@H]2COc3cc(OC)ccc3[C@@H]2N2C(=O)c3cc(F)ccc3NC(=O)[C@@]12C

entry no.	33	34	35	36	37	38	39	40
UPR XBP1 act	1	-3	-4	0	-5	-2	3	-2
tim10-1 inh	44*	12	7	-8	11	5	5	12
APJ agonist	-3	-1	-2	-7	-1	-3	5	6
Mdm2-MdmX inh	26	16	18	-33	11	10	77*	14
CXCR6 inh	-8	-9	-2	-7	6	7	-13	5
UPR CHOP act	-0.9	1.5	-0.9	3.4	1.9	1.3	4.4	-0.1
tim23-1 inh	17	6	12	-15	3	20	19	21
TIM10 inh	33	14	2	-6	9	3	4	0
APJ antagonist	-9	-38	-5	-3	-10	-4	-5	15

41	Cn1cccc1/C=C1\SC(=O)N(CC(=O)Nc2ccc(Cl)cc2)C1=O
42	Cc1ccc(-n2ncc3c(=O)[nH]c(SCC(=O)N4CCCCC4)nc32)cc1
43	O=C1CCCC(O)=C1C=Nc1cccc(C(F)(F)F)c1
44	CCOP(=O)(OCC)C(NC(C)=O)C(=O)c1ccccc1 (configuration not stated)
45	O=C(O)C1CCCN1c1ncccc1[N+](=O)[O-] (configuration not stated)
46	Cc1nc([N+](=O)[O-])cn1CCC#N
47	COc1ccc(-n2nc3cc(C)c(NC(=O)c4cccnc4)cc3n2)cc1
48	COC(=O)c1ccc(/C=N/Nc2nc(N3CCCCC3)nc(N3CCCCC3)n2)cc1

entry no.	41	42	43	44	45	46	47	48
UPR XBP1 act	-5	1	-9	-4	-5	-3	14	-2
tim10-1 inh	7	3	6	2	8	1	-6	8
APJ agonist	-4	-3	0	-1	-2	-1	-1	0
Mdm2-MdmX inh	27	-7	-4	15	7	-1	13	-4
CXCR6 inh	4	-4	10	4	6	3	-9	-5
UPR CHOP act	0.9	1.7	29	-0.9	-0.2	1.2	1.5	2.6
tim23-1 inh	7	0	20	-22	6	5	1	4
TIM10 inh	9	8	-3	-12	0	0	-2	3
APJ antagonist	6	9	-1	2	5	8	-2	7

# Values in list order from above.
# Compounds 45–48 in Mdm2-MdmX inh: 7, -1, 13, -4
# Compounds 45–48 in UPR CHOP act: -0.2, 1.2, 1.5, 2.6
# Compounds 45–48 in tim10-1 inh: 8, 1, -6, 8

# Later entries.
49	COC(=O)c1c(C)[nH]c(C(=O)C(C)OC(=O)C2CC(=O)N(c3ccc(C)cc3)C2)c1C (configuration not stated)
50	CCn1c(SCC(=O)NCc2ccccc2)nnc1-c1ccccc1O
51	Cc1noc(C)c1C(=O)Nc1ccccc1C(=O)NCCc1ccccc1
52	O=C(Nc1ccc2c(c1)CCC2)Nc1ccc2c(c1)OCO2
53	Cc1nc2ccccn2c1C(=O)NN
54	CC(Oc1cccc(F)c1)c1ccnc2nc(/N=C/N(C)C)nn12 (configuration not stated)
55	Cc1cccc(S(=O)(=O)NNC(=O)c2sc(C)nc2C)c1
56	COC(C[C@H]1O[C@@H]1C(=O)COCc1ccccc1)OC
57	COC(=O)c1cc(NC(=O)CN2C(=O)CSC2=O)ccc1Cl
58	COc1ccc(N(C(=O)Cn2nnc3ccccc32)C2(C(=O)NC3CCCC3)CCCCC2)cc1
59	COc1ccc(C2NC(=O)N(C)C3=C2C(=O)CC(C)(C)C3)cc1OC (configuration not stated)

entry no.	49	50	51	52	53	54	55	56	57	58	59
UPR XBP1 act	-3	-4	4	2	0	-2	1	1	-4	-1	1
tim10-1 inh	21	7	-2	-3	5	-5	1	13	-2	15	10
APJ agonist	1	-5	0	-5	3	0	-4	1	2	-6	-1
Mdm2-MdmX inh	-18	0	22	-79	14	-16	-29	34	18	-4	-4
CXCR6 inh	-11	-1	-5	6	-10	8	-6	/	1	-4	3
UPR CHOP act	5.0	-1.7	1.6	6.3	3.1	1.4	-1.1	-0.3	-1.4	0.2	0.2
tim23-1 inh	36	-6	18	8	9	-10	24	7	10	27	9
TIM10 inh	4	1	1	5	-16	7	4	8	0	19	9
APJ antagonist	16	-7	17	-31	5	12	-30	17	-6	15	1
